SENP8 inh – human SENP8 protease inhibitors, primary screen, biochemical, fluorescence, Nedd8 protein substrate, uHTS; inhibition, % at 20 µM; AID 602440, 2012; 0.64% of 360,000 active; recombinant SENP8; Sentrin-specific protease 8 (Homo sapiens), Q96LD8; in the data active = inhibition mostly above about 40%, no sharp cut-off; inactive = mostly below about 27%
hIAP act – human IAP activators, primary screen, biochemical, luminescence, uHTS | purified human IAP, CDP-Star luminescence, 30 min; active compounds read high; 1 = vehicle-only enzyme, 0 = enzyme-free background | AID 2524, 2010 | activation factor at 10 µM | 0.16% of 330,000 active;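 active = activation factor of the enzyme at least 2-fold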; note: the source names both 10 and 20 µM as test concentration; values of inactives mirror those of a sister screen read the other way
Target sequence (P09923 whole entry, looked up): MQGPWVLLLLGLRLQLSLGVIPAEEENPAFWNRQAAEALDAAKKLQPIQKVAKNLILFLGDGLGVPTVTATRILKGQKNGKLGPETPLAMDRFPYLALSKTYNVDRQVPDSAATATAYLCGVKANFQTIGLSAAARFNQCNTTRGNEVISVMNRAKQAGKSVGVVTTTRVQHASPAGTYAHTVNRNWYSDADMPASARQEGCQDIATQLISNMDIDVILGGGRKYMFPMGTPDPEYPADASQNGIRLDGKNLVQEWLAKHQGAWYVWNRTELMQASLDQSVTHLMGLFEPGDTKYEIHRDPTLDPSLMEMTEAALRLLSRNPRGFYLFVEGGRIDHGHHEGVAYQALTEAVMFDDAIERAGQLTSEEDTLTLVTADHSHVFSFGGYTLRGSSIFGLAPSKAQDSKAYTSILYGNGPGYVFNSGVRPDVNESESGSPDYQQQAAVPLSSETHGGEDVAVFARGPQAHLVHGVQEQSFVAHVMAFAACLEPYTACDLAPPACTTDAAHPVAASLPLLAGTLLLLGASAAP
GRIN3A LBD mod – binders of NR3A ligand-binding domain, primary screen, biophysical, differential scanning fluorimetry, uHTS; Tm shift relative to glycine control, % at 25 µM; Glutamate receptor ionotropic, NMDA 3A (GRIN3A) ligand-binding domain; NR3A LBD differential scanning fluorimetry, Tm shift; 0% = protein alone, 100% = glycine-bound protein; AID 1259313, 2017; 2.5% of 340,000 active;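 active = melting temperature shift of at least 10% of the positive control shift, at one fixed dose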
PfG6PD inh – PfG6PD enzyme inhibitors, primary screen, biochemical, fluorescence intensity, uHTS | 0.78% of 350,000 active | glucose-6-phosphate dehydrogenase-6-phosphogluconolactonase (Plasmodium falciparum 3D7) | inhibition, % at 20 µM | PfGluPho enzyme, NADPH resazurin-diaphorase fluorescence;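 active = inhibition reaching at least a set limit at 20 µM in the primary screen, cut at about 59% in these data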;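 note: 0% = DMSO wells with substrate and 100% = DMSO wells lacking glucose-6-phosphate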
SENP6 inh – SENP6 protease inhibitors, primary screen, biochemical, luminescence, uHTS | Sentrin-specific protease 6 (Homo sapiens), Q9GZR1 | Recombinant SENP6 catalytic domain, aminoluciferin luminescence | inhibition, % at 10 µM | 1.8% of 330,000 active | AID 2599, 2010;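 active = inhibition above about 50% at the single tested dose, limit read from the data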;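 note: plate controls were DMSO wells with enzyme for no effect and DMSO wells lacking enzyme for full effect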
SENP1 FRET inh – human SENP1 catalytic domain inhibitors, primary screen, biochemical, FRET, uHTS; Sentrin-specific protease 1 (Homo sapiens), Q9P0U3; recombinant SENP1 catalytic domain, CyPet-SUMO1-YPet FRET cleavage; inhibition, % at 10 µM; 0.21% of 360,000 active;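 active = inhibition at least 30% at 10 µM, raw YFP signal under a set limit, fluorescence ratio 0.5 to 1.5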;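 note: 0% = enzyme with DMSO and 100% = no enzyme wells; some results filed as inactive read as strong as hits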
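Material: hSENP1 catalytic domain, recombinant; medium: Tris pH 8 with BME, BSA, NP40 and catalase; compound: single concentration of 10 µM compound, 0.5% DMSO final; technique: FRET read of cyan and yellow fluorescence; timing: 50 min enzyme reaction, room temperature, light-protected; reagent: SFCypet-SUMO1-SFYpet substrate at 25 nM; control set: no-enzyme low, enzyme-DMSO high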
ATG4B inh – ATG4B protease inhibitors, primary screen, biochemical, fluorescence, uHTS. Cysteine protease ATG4B (Homo sapiens), Q9Y4P1. ATG4B cleavage of LC3-PLA2, NBD-HPC fluorescence, 1 h. inhibition, % at 8.33 µM. 0.51% of 340,000 active. AID 504462, 2011; in the data active = inhibition above about 40%
Target sequence (Q9Y4P1 whole entry, looked up): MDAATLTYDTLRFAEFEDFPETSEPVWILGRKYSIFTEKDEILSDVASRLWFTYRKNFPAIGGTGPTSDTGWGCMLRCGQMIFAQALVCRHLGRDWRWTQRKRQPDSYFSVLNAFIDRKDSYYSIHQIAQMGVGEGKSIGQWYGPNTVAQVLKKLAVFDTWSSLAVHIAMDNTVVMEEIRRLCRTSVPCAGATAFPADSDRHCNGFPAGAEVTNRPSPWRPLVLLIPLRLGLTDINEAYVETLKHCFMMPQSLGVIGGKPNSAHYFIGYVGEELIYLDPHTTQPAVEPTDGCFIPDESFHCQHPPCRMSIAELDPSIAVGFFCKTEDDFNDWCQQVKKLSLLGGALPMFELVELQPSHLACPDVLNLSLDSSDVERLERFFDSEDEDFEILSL
MPTP inh – mitochondrial permeability transition pore inhibitors, primary screen, biochemical, isolated mouse mitochondria, absorbance | inhibition, % at 10 µM | 1.4% of 360,000 active | Ca2+ swelling absorbance, 30 min;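 active = inhibition of 50% or more, scaled per plate between neutral and stimulator controls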;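 note: 0% = DMSO wells given calcium and 100% = 1 mM EGTA wells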
Active calls of the source: *.

What do the screens show for `CCOc1ccc(OCCC(=O)NNC(=O)c2ccccc2Cl)cc1`?
SENP8 inh: -3; hIAP act: 0.98; GRIN3A LBD mod: -2; PfG6PD inh: -10; SENP6 inh: -7; SENP1 FRET inh: -1; ATG4B inh: 10; MPTP inh: -1.3

How did c1csc(-c2nc(NCCCN3CCOCC3)c3ccccc3n2)c1 do in these assays?
SENP8 inh: -87; hIAP act: 0.96; GRIN3A LBD mod: 0; PfG6PD inh: 14; SENP6 inh: -11; SENP1 FRET inh: 0; ATG4B inh: 1; MPTP inh: 0.1

Results for COc1cccc(Nc2nc(N)c([N+](=O)[O-])c(NCc3ccco3)n2)c1 ?
SENP8 inh: 29; hIAP act: 1.2; GRIN3A LBD mod: -10; PfG6PD inh: 23; SENP6 inh: -16; SENP1 FRET inh: 1; ATG4B inh: -15; MPTP inh: 13

What do the screens show for `COc1cccc(SCC2(O)CCN(C(=O)c3ccc(Cl)cc3)CC2)c1`?
SENP8 inh: 28; hIAP act: 1.2; GRIN3A LBD mod: 0; PfG6PD inh: -16; SENP6 inh: 1; SENP1 FRET inh: 2; ATG4B inh: 7; MPTP inh: 0.2

How did CCOc1ccc(C(=O)CCC(=O)NN2CCCCC2)cc1 do in these assays?
SENP8 inh: 9; PfG6PD inh: -1; SENP1 FRET inh: 2; MPTP inh: -1.2

How did Cn1ccnc1SCC(=O)N(C1CCCCC1)C1CCCCC1 do in these assays?
SENP8 inh: 2; hIAP act: 0.86; GRIN3A LBD mod: 0; PfG6PD inh: -2; SENP6 inh: -11; SENP1 FRET inh: 0; ATG4B inh: -4; MPTP inh: 0.2

Results for COc1ccc(C(=O)N/C(=C\c2ccco2)C(=O)NCCN2CCOCC2)cc1 ?
SENP8 inh: 16; hIAP act: 1; GRIN3A LBD mod: 1; PfG6PD inh: -8; SENP6 inh: -1; SENP1 FRET inh: -2; ATG4B inh: -4; MPTP inh: -0.5

How did CCOC(=O)CSc1ncnc2c1cnn2-c1ccc(C)cc1 do in these assays?
SENP8 inh: -26; hIAP act: 0.92; GRIN3A LBD mod: 1; PfG6PD inh: -13; SENP6 inh: 12; SENP1 FRET inh: -1; ATG4B inh: -1; MPTP inh: -4.3

What do the screens show for `Cc1ccc(N2C(=O)CC(SCC(=O)Nc3ccc(S(N)(=O)=O)cc3)C2=O)cc1` (configuration not stated)?
SENP8 inh: -4; hIAP act: 1; GRIN3A LBD mod: 0; PfG6PD inh: 7; SENP6 inh: 0; SENP1 FRET inh: -3; ATG4B inh: -4; MPTP inh: -0.4

What do the screens show for `COc1ccc(NC(=O)CNC(=O)Cn2cnc3sc(C)c(C)c3c2=O)cc1OC`?
SENP8 inh: 20; hIAP act: 1.2; GRIN3A LBD mod: 0; PfG6PD inh: 3; SENP6 inh: 3; SENP1 FRET inh: -2; ATG4B inh: -4; MPTP inh: -1.8

Results for O=C(CN1C(=O)NC2(CCCC2)C1=O)OCCOc1ccc(Br)cc1 ?
SENP8 inh: 2; hIAP act: 0.99; GRIN3A LBD mod: 0; PfG6PD inh: -2; SENP6 inh: 8; SENP1 FRET inh: 3; ATG4B inh: 1; MPTP inh: -1.8

How did CC(C)c1nc(C#N)c(NN)o1 do in these assays?
SENP8 inh: 35; hIAP act: 0.89; GRIN3A LBD mod: 2; PfG6PD inh: 16; SENP6 inh: -6; SENP1 FRET inh: 3; ATG4B inh: -7; MPTP inh: 3.7

How did COc1ccccc1C(=O)COC(=O)CNC(=O)c1ccc(Br)o1 do in these assays?
SENP8 inh: 16; hIAP act: 0.92; GRIN3A LBD mod: 0; PfG6PD inh: -6; SENP6 inh: 0; SENP1 FRET inh: 1; ATG4B inh: 6; MPTP inh: -1.2

What do the screens show for `CC1(C)c2[nH]c3ccccc3c2C[C@H]2C(=O)N(Cc3ccccc3)C(=O)N21`?
SENP8 inh: -94; hIAP act: 0.9; GRIN3A LBD mod: -6; PfG6PD inh: 14; SENP6 inh: -5; SENP1 FRET inh: -29; ATG4B inh: -15; MPTP inh: 0.7

Results for CCOC(=O)Cc1csc(N/N=C\c2ccc(N(C)C)cc2)n1 ?
SENP8 inh: -274; hIAP act: 0.97; GRIN3A LBD mod: -4; PfG6PD inh: 3; SENP6 inh: -12; SENP1 FRET inh: -25; ATG4B inh: -5; MPTP inh: 1.4

Results for COc1ccccc1-c1cc(C(=O)N/N=C/C=C/c2ccccc2[N+](=O)[O-])c2ccccc2n1 ?
SENP8 inh: 14; hIAP act: 1.1; GRIN3A LBD mod: 0; PfG6PD inh: -11; SENP6 inh: 4; SENP1 FRET inh: 1; ATG4B inh: 18; MPTP inh: 0.6

What do the screens show for `COCn1c(COc2ccccc2)nc2ccccc21`?
SENP8 inh: 4; hIAP act: 0.89; GRIN3A LBD mod: 1; PfG6PD inh: -5; SENP6 inh: -7; SENP1 FRET inh: -1; ATG4B inh: -2; MPTP inh: -0.8

What do the screens show for `CC(=O)N/C(=C\c1ccccc1)C(=O)OCCCOC(=O)/C(=C/c1ccccc1)NC(C)=O`?
SENP8 inh: 4; hIAP act: 1.1; GRIN3A LBD mod: 0; PfG6PD inh: 0; SENP6 inh: -9; SENP1 FRET inh: 4; ATG4B inh: -4; MPTP inh: 0.3

What do the screens show for `Cc1cc(N2C(=O)C(O)=C(C(=O)c3cc4ccccc4o3)C2c2ccc([N+](=O)[O-])cc2)no1` (configuration not stated)?
SENP8 inh: -4; hIAP act: 1; GRIN3A LBD mod: -3; PfG6PD inh: 10; SENP6 inh: 24; SENP1 FRET inh: 0; ATG4B inh: -1; MPTP inh: 7.6

Results for O=C1CCN(Cc2ccc(Br)cc2)CCN1CCO ?
SENP8 inh: 18; hIAP act: 1.1; GRIN3A LBD mod: -3; PfG6PD inh: -1; SENP6 inh: -5; SENP1 FRET inh: 1; ATG4B inh: -2; MPTP inh: -0.8

How did Cc1nn2c3cc(N4CCOCC4)ccc3nc2c2ccccc12 do in these assays?
hIAP act: 1.1; GRIN3A LBD mod: 4; PfG6PD inh: 13; SENP6 inh: -21; ATG4B inh: -12

Results for CSc1ccc(C(=S)N2CCN(Cc3ccccc3)CC2)cc1 ?
SENP8 inh: 12; hIAP act: 0.92; GRIN3A LBD mod: 1; PfG6PD inh: 34; SENP6 inh: -4; SENP1 FRET inh: 0; ATG4B inh: -1; MPTP inh: 2.7

What do the screens show for `CC(C)C[C@H]1CNC(=S)N1CC1CCN(CCCCc2ccccc2)CC1`?
SENP8 inh: -2; GRIN3A LBD mod: 1; PfG6PD inh: 15; SENP1 FRET inh: 0; MPTP inh: 1.6

What do the screens show for `CC(C(=O)NCc1cccnc1)c1ccc([N+](=O)[O-])cc1` (configuration not stated)?
SENP8 inh: 18; hIAP act: 0.95; GRIN3A LBD mod: 0; PfG6PD inh: -23; SENP6 inh: -6; SENP1 FRET inh: 4; ATG4B inh: -4; MPTP inh: -1.1

What do the screens show for `CCC(C)(C)NC(=O)C(c1ccc(C)cc1)N(CC1CCCO1)C(=O)c1csnn1` (configuration not stated)?
SENP8 inh: 18; hIAP act: 0.96; GRIN3A LBD mod: 1; PfG6PD inh: 3; SENP6 inh: -21; SENP1 FRET inh: -1; ATG4B inh: -5; MPTP inh: 0.7

What do the screens show for `CS(=O)(=O)c1ccc(N)c(SSc2cc(S(C)(=O)=O)ccc2N)c1`?
SENP8 inh: -2; hIAP act: 1.1; GRIN3A LBD mod: 6; PfG6PD inh: 97*; SENP6 inh: 4; SENP1 FRET inh: 5; ATG4B inh: -11; MPTP inh: -2.3

What do the screens show for `O=C(COC(=O)/C=C/c1ccco1)NCCc1ccccc1`?
SENP8 inh: 18; hIAP act: 1.1; GRIN3A LBD mod: 0; PfG6PD inh: 8; SENP6 inh: -1; SENP1 FRET inh: 0; ATG4B inh: -2; MPTP inh: 0.2

What do the screens show for `Cc1cc(C)n2nc(C(=O)Nc3cc(S(=O)(=O)N4CCCCC4)ccc3C)nc2n1`?
SENP8 inh: 0; hIAP act: 0.94; GRIN3A LBD mod: 2; PfG6PD inh: -2; SENP6 inh: -11; SENP1 FRET inh: 1; ATG4B inh: 4; MPTP inh: 0.4

How did CCOC(=O)Nc1ccc2c(c1)N(C(=O)CN1CCN3CCCC3C1)c1ccccc1CC2 (configuration not stated) do in these assays?
SENP8 inh: 4; hIAP act: 0.9; GRIN3A LBD mod: -2; PfG6PD inh: -17; SENP6 inh: -5; SENP1 FRET inh: -2; ATG4B inh: -6; MPTP inh: -3.1

What do the screens show for `COc1ccc(-c2cc(=O)c3c(O)c(OC)c(OC)c(OC)c3o2)cc1`?
SENP8 inh: 19; GRIN3A LBD mod: 0; PfG6PD inh: -2; SENP1 FRET inh: -3; ATG4B inh: 0; MPTP inh: -1.5

What do the screens show for `O=C(CCC(=O)c1ccccc1)NCCOc1ccccc1`?
SENP8 inh: 7; hIAP act: 1.1; GRIN3A LBD mod: 0; PfG6PD inh: -14; SENP6 inh: -1; SENP1 FRET inh: 0; ATG4B inh: -1; MPTP inh: 0.3

Results for N#CC1(NC(=O)CSc2ccccn2)CCCCC1 ?
SENP8 inh: 22; hIAP act: 0.86; GRIN3A LBD mod: 1; PfG6PD inh: -4; SENP6 inh: -8; SENP1 FRET inh: 0; ATG4B inh: 10; MPTP inh: -0.2

Results for COCCN(C(=S)Nc1ccc(C)cc1C)C(C)c1ccco1 (configuration not stated) ?
SENP8 inh: 14; hIAP act: 1; GRIN3A LBD mod: -1; PfG6PD inh: 10; SENP6 inh: -17; SENP1 FRET inh: 1; ATG4B inh: -6; MPTP inh: 0.8

Results for C/C(=N/NS(=O)(=O)c1ccc(C)cc1)c1ccc(NC(=O)C(F)(F)F)cc1 ?
SENP8 inh: 14; hIAP act: 1; GRIN3A LBD mod: -7; PfG6PD inh: 7; SENP6 inh: -3; SENP1 FRET inh: 1; ATG4B inh: -3; MPTP inh: 2.8

Results for COc1ccc(-c2ccc(C#N)c(SCC(=O)Nc3sc4c(c3C#N)CCC4)n2)cc1 ?
SENP8 inh: -366; hIAP act: 0.99; GRIN3A LBD mod: -22; PfG6PD inh: 11; SENP6 inh: -8; SENP1 FRET inh: -16; ATG4B inh: -7; MPTP inh: 0.1

What do the screens show for `C[C@H](N)c1nnc(SCc2ccc(Cl)cc2Cl)o1`?
SENP8 inh: 18; hIAP act: 1.1; GRIN3A LBD mod: -1; PfG6PD inh: -6; SENP6 inh: 4; SENP1 FRET inh: 3; ATG4B inh: 0; MPTP inh: 0.8

How did COc1ccc(C(=O)CN2C(=O)NC3(CCCCCC3)C2=O)cc1 do in these assays?
SENP8 inh: -2; hIAP act: 0.93; GRIN3A LBD mod: -1; PfG6PD inh: -2; SENP6 inh: -15; SENP1 FRET inh: -4; ATG4B inh: -3; MPTP inh: -0.4

Some of these compounds in order of count of non-hydrogen atoms, low to high:
Results for N#CC1(NC(=O)CSc2ccccn2)CCCCC1 ?
SENP8 inh: 22; hIAP act: 0.86; GRIN3A LBD mod: 1; PfG6PD inh: -4; SENP6 inh: -8; SENP1 FRET inh: 0; ATG4B inh: 10; MPTP inh: -0.2

Results for COCCN(C(=S)Nc1ccc(C)cc1C)C(C)c1ccco1 (configuration not stated) ?
SENP8 inh: 14; hIAP act: 1; GRIN3A LBD mod: -1; PfG6PD inh: 10; SENP6 inh: -17; SENP1 FRET inh: 1; ATG4B inh: -6; MPTP inh: 0.8

How did Cc1nn2c3cc(N4CCOCC4)ccc3nc2c2ccccc12 do in these assays?
hIAP act: 1.1; GRIN3A LBD mod: 4; PfG6PD inh: 13; SENP6 inh: -21; ATG4B inh: -12

Assay outcomes deposited in PubChem by Sanford-Burnham Center for Chemical Genomics.
